Casp6 inh = caspase-6 (human) enzyme inhibition | P55212 | purified caspase-6, Z-VEID-R110 cleavage fluorescence | inhibition, % at 12.5 µM | 350,000 tested, 0.53% active | AID 686996;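 active = mean inhibition across replicates at least about 35%, with every replicate also reaching that limit, limit read from the data; inconclusive = only one of the two criteria met; inactive = neither criterion met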;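 note: 0% = median of neutral control wells and 100% = no fluorescence left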
Target sequence (P55212 24-179 limits assumed): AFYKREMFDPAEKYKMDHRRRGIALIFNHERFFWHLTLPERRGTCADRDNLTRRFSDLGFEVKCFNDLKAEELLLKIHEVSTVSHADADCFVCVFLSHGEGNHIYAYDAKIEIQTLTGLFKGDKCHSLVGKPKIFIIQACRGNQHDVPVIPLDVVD
Target sequence (P55212 194-293 limits assumed): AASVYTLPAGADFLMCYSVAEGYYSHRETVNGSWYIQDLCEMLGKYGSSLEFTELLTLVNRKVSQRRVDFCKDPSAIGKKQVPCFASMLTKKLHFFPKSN
LGR2 antag = Drosophila LGR2 receptor signaling inhibition. HEK293 LGR2, CRE-luciferase, bursicon-stimulated, 4 h. inhibition, % at 9.99 µM. 380,000 tested, 0.35% active;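 active = drop in luminescence signal, shown as inhibition above about 50% in the replicate tests, limit read from the data, passing the limit was not always enough; inconclusive = probably only some replicates passing the limit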;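 note: agonist challenge used bursicon conditioned medium at about half maximal strength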
SIRT5 block = inhibitors of human sirtuin-5 desuccinylase; 330,000 tested, 1.1% active; inhibition, % at 15 µM; Purified SirT5, succinyl-peptide AMC, trypsin-coupled fluorescence; Q9NXA8; AID 652115; in the data active = inhibition above about 15%; inconclusive = no clear call, values can overlap the other calls
Target sequence (Q9NXA8 whole entry, looked up): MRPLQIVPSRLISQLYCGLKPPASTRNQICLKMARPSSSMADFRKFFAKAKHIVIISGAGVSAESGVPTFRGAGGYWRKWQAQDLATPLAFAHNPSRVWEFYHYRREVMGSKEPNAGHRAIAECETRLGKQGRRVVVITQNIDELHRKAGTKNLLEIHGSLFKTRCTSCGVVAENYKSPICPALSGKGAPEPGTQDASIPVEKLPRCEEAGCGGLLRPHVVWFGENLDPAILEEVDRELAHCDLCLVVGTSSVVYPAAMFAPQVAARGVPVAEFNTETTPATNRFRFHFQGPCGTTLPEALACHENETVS
EWS-Fli block = EWS/Fli transcriptional activity inhibition; AID 651661; A673 NR0B1-luciferase reporter, viability-normalised; 350,000 tested, 0.67% active; inhibition, % at 12.6 µM;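 active = mean inhibition of at least 50% after viability correction, with every replicate also passing that limit; inconclusive = mean reaches 50% but only one of two replicates passes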;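 note: firefly luciferase signal divided by Alamar Blue viability fluorescence both relative to DMSO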
ARNT TACC3 PPI = disrupts binding between human ARNT and TACC3; AlphaScreen His-ARNT PAS-B/GST-TACC3 binding, luminescence; TACC3 fragment carries E629A point mutation; inhibition, % at 9.99 µM; 390,000 tested, 0.66% active; AID 623870;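 active = mean inhibition of replicates at least 50% and at least half of replicates each reaching 50%; inconclusive = half or more replicates reach 50% but mean below 50%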;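 note: 0% = complete ARNT plus TACC3 wells and 100% = ARNT alone without TACC3; many hits fall short of the cut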
PAX8 inh HTS = inhibitors of PAX8 transcriptional activity in RMG-I cells; RMG-I TPO-luciferase reporter, SteadyGlo, 24 h; inhibition, % at 12.6 µM; 360,000 tested, 1.2% active; AID 652154;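 active = mean replicate inhibition at least 60% with every replicate also reaching 60%; inconclusive = only one of the two criteria is met; inactive = mean below 60% and not all replicates reaching 60%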;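 note: luciferase light reporting Pax8 driven TPO promoter activity; plate controls were median of neutral control wells for no effect and mitoxantrone controls for full effect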
DENV2 CPE = DENV2-induced cell death inhibition; DENV2-infected cells, cytopathic effect rescue, plate reader; CPE inhibition, % at 9.99 µM; 350,000 tested, 1.7% active; in the data active = CPE inhibition above about 20%, passing the limit was not always enough; inconclusive = no clear call, values can overlap the other calls; tested in BHK-21 cells;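 note: 0% = median of neutral control wells and 100% = median of positive control wells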
Numbers without * were called inactive; ? = inconclusive; nt = not tested or not shown; & = joins results of further samples.

1. CC(=O)N(C)C[C@@H]1Oc2ncc(C#C[C@@H](C)O)cc2C(=O)N([C@@H](C)CO)C[C@@H]1C
2. CO[C@@H]1CN(C)C(=O)c2cc(NC(=O)Nc3c(C)noc3C)ccc2OC[C@@H](C)N(C)C[C@H]1C
3. C[C@@H]1CN([C@H](C)CO)C(=O)Cc2cc(NC(=O)CCCCCC(=O)Nc3ccccc3N)ccc2O[C@@H]1CN(C)Cc1ccc2c(c1)OCO2
4. Cc1ccc(NC(=S)NCCc2ccccc2)c(C)c1
5. O=c1oc(-c2ccccc2NS(=O)(=O)c2ccc(Cl)cc2)nc2ccccc12
6. C/C=C/c1ccc([C@H]2[C@@H](CO)N(C(=O)c3cnccn3)C23CN(C(C)=O)C3)cc1
7. O=Cc1cccc2ccc3cccc(C(=O)O)c3c12
8. OC(c1ccccc1)(c1ccc(F)cc1)C(c1ccccc1)N1CCOCC1 (centres undefined)
compound no. | 1 | 2 | 3 | 4 | 5 | 6 | 7 | 8
Casp6 inh | -1 | nt | 2 | nt | 0 | -3 | 3 | -1
LGR2 antag | 14 | -1 | 16 | -7 | 3 | -3 | 4 | 21
SIRT5 block | 6 | nt | 3 | nt | 0 | 2 | -6 | 2
EWS-Fli block | -7 | -9 | 40 | -1 | -2 | 3 | 4 | nt
ARNT TACC3 PPI | -3 | nt | 30 | -3 | 2 | nt | 1 | 0
PAX8 inh HTS | nt | 1 | -7 | 8 | 0 | -5 | 14 | nt
DENV2 CPE | -5 | nt | 10 | nt | 9 | -8 | 10 | nt

9. Brc1ccc(-c2nnc3sc(CN4CCc5ccccc5C4)cn23)cc1
10. O=C(C[C@H]1C=C[C@@H](NC(=O)C2CCC2)[C@@H](CO)O1)NCc1ccccc1Cl
11. Cc1c(NC(=O)CCCCCN2C(=O)c3ccccc3C2=O)c(=O)n(-c2ccccc2)n1C
12. CCOc1ccc(/C=N/NC(=O)C2CC2)cc1OC
13. CCCCOc1cccc(C(=O)Nc2ccc(NC(=O)c3cccs3)cc2)c1
14. COc1ccc(Cl)cc1NC(=O)CN1C(=O)C(=O)N(C2CCCC2)C1=O
15. O=C(Nc1ccccc1)/C(=C\c1ccc(F)cc1)NC(=O)c1ccco1
16. CN1c2ccc(-c3ccc(F)cc3)cc2[C@H]2[C@H](CCN2S(=O)(=O)c2ccc(F)cc2)[C@H]1CO
compound no. | 9 | 10 | 11 | 12 | 13 | 14 | 15 | 16
Casp6 inh | -4 | 0 | nt | -2 | -2 | -1 | 0 | nt
LGR2 antag | -7 | -3 | 13 | 6 | 2 | -1 | -7 | 25
SIRT5 block | 3 | -2 | nt | 1 | -3 | -3 | nt | nt
EWS-Fli block | 4 | -2 | nt | 6 | 53* | 3 | 0 | ?
ARNT TACC3 PPI | -2 | nt | -3 | -6 | -1 | nt | -5 | 16
PAX8 inh HTS | -13 | -18 | 4 | -17 | 6 | 11 | -4 | -3
DENV2 CPE | 2 | 4 | nt | -7 | 12 | -2 | 5 | nt

17. COc1ccccc1-c1ccc2n(c1=O)C[C@H]1[C@H](CO)[C@@H](C(=O)N3CCCCC3)N(C)[C@@H]21
18. C[C@H](CO)N1C[C@H](C)[C@H](CN(C)Cc2ccc(Cl)c(Cl)c2)Oc2ccc(NC(=O)Cc3cn(C)c4ccccc34)cc2C1=O
19. C[C@@H]1CCCCO[C@H](CN(C)C(=O)CCC(F)(F)F)[C@@H](C)CN([C@H](C)CO)C(=O)c2cc(NS(=O)(=O)c3ccccc3)ccc2O1
20. CCCN(C)C[C@H]1Oc2cc(C#CC3CCCC3)ccc2S(=O)(=O)N([C@@H](C)CO)C[C@H]1C
21. Cc1cc(C)c(NS(=O)(=O)c2ccc3c(c2)NC(=O)C(C)C(=O)N3)c(C)c1 (centres undefined)
22. COc1ccc(-c2csc(NC(=O)c3ccc(OCC(=O)N4CCOCC4)c(OC)c3)n2)cc1OC
23. Cc1cccc(OCC(=O)OCC(=O)Nc2ccc(Cl)cn2)c1
24. Cc1ccc(N2C(=S)NC3c4ccccc4OC2(C)C3C(=O)N(C)C)cc1 (centres undefined)
compound no. | 17 | 18 | 19 | 20 | 21 | 22 | 23 | 24
Casp6 inh | -1 | 0 | 2 | -1 | 0 | 5 | -2 | 7
LGR2 antag | -14 | 14 | -4 | 5 | 20 | nt | 5 | -5
SIRT5 block | 0 | 12 | -3 | -5 | -2 | -1 | 2 | -1
EWS-Fli block | -4 | 12 | 5 | -61 | -12 | 5 | -43 | 12
ARNT TACC3 PPI | -4 | 4 | -7 | 3 | 35 | 4 | nt | -3
PAX8 inh HTS | nt | nt | -7 | -5 | 21 | 23 | 5 | -6
DENV2 CPE | ? | -4 | ? | 7 | 5 | 0 | -3 | -4

Single records, as listed above:
Results for COc1ccc(-c2csc(NC(=O)c3ccc(OCC(=O)N4CCOCC4)c(OC)c3)n2)cc1OC → Casp6 inh = 5; LGR2 antag = nt; SIRT5 block = -1; EWS-Fli block = 5; ARNT TACC3 PPI = 4; PAX8 inh HTS = 23; DENV2 CPE = 0
Results for Cc1cc(C)c(NS(=O)(=O)c2ccc3c(c2)NC(=O)C(C)C(=O)N3)c(C)c1 (centres undefined) → Casp6 inh = 0; LGR2 antag = 20; SIRT5 block = -2; EWS-Fli block = -12; ARNT TACC3 PPI = 35; PAX8 inh HTS = 21; DENV2 CPE = 5
Results for C[C@@H]1CCCCO[C@H](CN(C)C(=O)CCC(F)(F)F)[C@@H](C)CN([C@H](C)CO)C(=O)c2cc(NS(=O)(=O)c3ccccc3)ccc2O1 → Casp6 inh = 2; LGR2 antag = -4; SIRT5 block = -3; EWS-Fli block = 5; ARNT TACC3 PPI = -7; PAX8 inh HTS = -7; DENV2 CPE = ?

The main list resumes; the two compounds before the break are reprinted first.
23. Cc1cccc(OCC(=O)OCC(=O)Nc2ccc(Cl)cn2)c1
24. Cc1ccc(N2C(=S)NC3c4ccccc4OC2(C)C3C(=O)N(C)C)cc1 (centres undefined)
25. CC(=O)N1[C@@H]2c3ccc(-c4ccccc4)c(=O)n3C[C@H]1[C@H](CO)[C@H]2C(=O)NCCCN1CCOCC1
26. CN(C)C(=O)c1ccc(-c2ccc(C3[C@@H]4CN(C(=O)C5CCOCC5)C[C@H]3N4)cc2)cc1 (some centres undefined)
27. COc1cccc(CNC(=O)c2ccc(N3CCOCC3)c([N+](=O)[O-])c2)c1
28. C/C=C1\NC(=O)[C@H](C)NC(=O)[C@@H](NC(=O)[C@H](Cc2ccc(O)cc2)NC(=O)[C@@H](NC(=O)/C(C)=C/C)C(C)C)[C@@H](C)OC(=O)[C@H](CC(C)C)NC(=O)[C@@H](CCC(=O)O)NC1=O
29. COCC(=O)N1C[C@@H](C)[C@H](OC)CN(C)C(=O)c2cc(NC(=O)NC(C)C)ccc2OC[C@H]1C
30. COCCN(C(=O)COC(=O)CCc1nc2ccccc2s1)c1c(N)n(Cc2ccccc2)c(=O)[nH]c1=O
31. COCOCCn1cc(CN2CCS(=O)(=O)N(Cc3ccc(-c4ccc(OC)cc4)cc3)C(C(C)C)C2=O)nn1 (centres undefined)
32. CCN(CC)CCNC(=O)C(=O)Nc1cc2c3c(c1)CCN3C(=O)CC2
compound no. | 23 | 24 | 25 | 26 | 27 | 28 | 29 | 30 | 31 | 32
Casp6 inh | -2 | 7 | -2 | -1&3 | -3 | 6 | 1 | 1 | 0 | -4
LGR2 antag | 5 | -5 | 1 | -3&11 | 0 | -24 | -7 | 4 | 11 | -6
SIRT5 block | 2 | -1 | -30 | -4&-4 | -18 | 8 | -3 | 1 | 1 | -5
EWS-Fli block | -43 | 12 | -1 | 7&5 | 3 | -5 | -3 | nt | 3 | 15
ARNT TACC3 PPI | nt | -3 | nt | nt | -4 | nt | 1 | 24 | nt | 3
PAX8 inh HTS | 5 | -6 | -21 | -10&7 | -1 | 5 | 2 | 3 | 18 | 3
DENV2 CPE | -3 | -4 | 8 | -3&2 | 5 | -4 | -5 | ? | 2 | 8

33. C[C@@H]1CCCCO[C@@H](CN(C)Cc2ccncc2)[C@@H](C)CN([C@H](C)CO)C(=O)c2cc(NC(=O)Nc3ccc(F)cc3)ccc2O1
34. COc1ccc(NC(=O)CSc2nnc(Cc3cccn3C)n2CCc2ccccc2)c(OC)c1
35. CN(CC(=O)Nc1ccc(N2CCOCC2)cc1)CC(=O)Nc1ccccc1[N+](=O)[O-]
36. O=C(/C=C/c1ccccc1)Nn1cnc2ccccc2c1=O
37. C/C(=N\NC(=O)c1cc(C2CC2)nc2ccccc12)c1ccc(O)cc1O
38. C/C(=N\NC(=O)C1(C)NC(C)(C)Cc2ccccc21)c1ccccc1 (centres undefined)
39. Cc1cccc(NC(=S)N(CCCN2CCOCC2)C(C)c2cc3ccccc3o2)c1 (centres undefined)
40. C[C@@H]1CN([C@@H](C)CO)C(=O)c2cccc(NC(=O)NC3CCCCC3)c2O[C@H]1CN(C)Cc1ccc(C(=O)O)cc1
compound no. | 33 | 34 | 35 | 36 | 37 | 38 | 39 | 40
Casp6 inh | nt | 8 | -5 | nt | -4 | -1 | -2 | -2
LGR2 antag | 1 | -10 | 0 | -11 | 10 | 5 | 5 | 19
SIRT5 block | nt | -5 | 0 | nt | 0 | 0 | -1 | 3
EWS-Fli block | -2 | -12 | -11 | nt | 11 | 4 | 10 | nt
ARNT TACC3 PPI | -5 | 23 | 0 | -6 | nt | -6 | 6 | -6
PAX8 inh HTS | -12 | nt | -7 | 3 | 34 | 4 | 33 | 2
DENV2 CPE | ? | 6 | -3 | nt | 9 | 4 | 6 | 5

41. N#CC1(C#N)CC(C=O)=C(N)C1(C#N)CC(=O)C12CC3CC(CC(C3)C1)C2 (centres undefined)
42. C[C@@H]1COC(=O)CCC/C=C\C[C@@H](CC(=O)N(CCO)Cc2ccccc2)C(=O)N1
43. CC(C)NC(=O)N[C@H]1CC[C@H](CCNC(=O)C2CCCC2)O[C@@H]1CO
44. O=C(NC1CCCCC1)C(c1cccc2ccccc12)n1c(=O)c(-c2ccco2)nc2ccccc21 (centres undefined)
45. COCOCCn1cc(CN2CCS(=O)(=O)N(Cc3ccc(-c4ccc(C)cc4)cc3)C(CC(C)C)C2=O)nn1 (centres undefined)
46. CCCNC(=O)N(C)C[C@@H]1Oc2cc(C#C[C@@H](C)O)ccc2S(=O)(=O)N([C@H](C)CO)C[C@H]1C
47. CC(C)OCCCNC(=O)Nc1cccc2ccccc12
48. O=C(CSCc1ccccc1)N/N=C/c1ccccc1OCc1ccccc1
compound no. | 41 | 42 | 43 | 44 | 45 | 46 | 47 | 48
Casp6 inh | 15 | -2 | nt | 4 | 0 | -4 | -1 | -3
LGR2 antag | 2 | -44 | -33 | 7 | -4 | 7 | 11 | -16
SIRT5 block | 9 | 0 | 25* | -4 | -8 | -2 | -1 | -4
EWS-Fli block | 5 | 3 | -4 | 16 | 1 | -6 | -7 | -9
ARNT TACC3 PPI | 6 | 0 | nt | nt | nt | 5 | -10 | 2
PAX8 inh HTS | -17 | -18 | -6 | 5 | -1 | nt | -6 | nt
DENV2 CPE | nt | 9 | ? | -9 | -6 | 5 | -4 | -1

49. N#Cc1c(NC(=O)COC(=O)c2nccnc2N)sc2c1CCCC2
50. C/C=C/c1ccc([C@H]2[C@H](CO)N(c3nc(CC)cs3)[C@H]2CNC(C)C)cc1
51. CN1CCN(C(=O)C[C@H]2C[C@H]3c4cc(NC(=O)CC5CC5)ccc4O[C@H]3[C@H](CO)O2)CC1
52. CO[C@@H]1CN(C)C(=O)c2ccc(NC(C)=O)cc2OC[C@@H](C)N(C(=O)Cc2ccccn2)C[C@H]1C
53. CCCNC(=O)C[C@H]1CC[C@@H]2[C@H](COc3ccc(NC(=O)NCC)cc3C(=O)N2C)O1
54. NC(CCC(=O)NC(CS)C(=O)NCC(=O)O)C(=O)O (centres undefined)
55. CCOC(=O)N1CCN(c2c(N3CCc4ccccc43)c(=O)c2=O)CC1
compound no. | 49 | 50 | 51 | 52 | 53 | 54 | 55
Casp6 inh | 1 | nt | -3 | 3 | -1 | 3 | 7
LGR2 antag | -31 | 12 | 2 | -16 | -8 | 11 | 13
SIRT5 block | 1 | 5 | 1 | 3 | -7 | -3 | nt
EWS-Fli block | -6 | 16 | -6 | 6 | 6 | -1 | 0
ARNT TACC3 PPI | 5 | -1 | -30 | 0 | 2 | 1 | -8
PAX8 inh HTS | 6 | 10 | nt | nt | -1 | -13 | -6
DENV2 CPE | -10 | 10 | 9 | 7 | -8 | -2 | -7

Compound activity (PubChem BioAssay)
